Nrf2 inh – Nrf2 qHTS screen for inhibitors | A549 ARE-Fluc reporter, luciferase luminescence, 18-24 h | Potency, µM (titrated, usually from 46 µM), inactives show at the highest dose activity change, negative = inhibition, hits mostly inhibitors | hit rate 2.1% among 360,000; note: potency is the fitted concentration of half-maximal effect; % is set by controls: 0 for no effect and ±100 for the full control effect; nearly all actives have a fitted effect of over 60% in size
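In this cell-based qHTS, ARE-driven firefly luciferase in A549 cells reports Nrf2 activity; the luminescent signal after BugLite lysis is the measured value, with a prior CellTiter-Fluor read for cell health.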
IL1B secr inh – qHTS for Inhibitors of Inflammasome Signaling: IL-1-beta AlphaLISA Primary Screen | THP-1 LPS/ATP IL-1B secretion, AlphaLISA, 16 h; stronger effect = lower value | activity change, % at 57.5 µM | hit rate 4.7% among 360,000; in the data active = activity change below about -50%; inconclusive = mostly about -30% to -49%; note: % is set by controls: 0 for no effect and ±100 for the full control effect
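THP-1 cells pretreated 1 hr with compounds (up to 57.5 uM final), then stimulated with LPS (250 ng/mL final) plus ATP (1.25 mM final); secreted IL-1B measured by AlphaLISA after 16 hr, decreased signal indicating inhibition.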
ATXN2 expr inh – Primary qHTS for Inhibitors of ATXN expression. AID 1745845, 2022. HEK-293 ATXN2-luciferase reporter, luminescence, 24 h. Potency, µM (doses to about 57 µM), for inactives: at the top dose activity change, negative = inhibition, usual class: inhibitors. hit rate 0.72% among 360,000; note: potency is the fitted concentration of half-maximal effect; % is set by controls: 0 for no effect and ±100 for the full control effect; nearly all actives have a fitted effect of over 55% in size
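ATXN2-luciferase reporter cells (luciferase flanked by upstream and downstream ATXN2 gene portions) were treated 24 h at 37 °C with compounds at up to 57 uM. SteadyGlo luminescence gave expression; GF-AFC fluorescence gave viability.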
A549 viability – Nrf2 qHTS screen for inhibitors: counterscreen for cytotoxicity | hit rate 0.16% among 390,000 | Potency, µM (titrated, usually from 46 µM), for the others: at the top dose activity change, negative = cytotoxicity, usual class: inhibitors | A549 ARE-Fluc cells, CellTiter-Fluor viability, 18-24 h | AID 504648, 2011; note: potency is the fitted concentration of half-maximal effect; % is set by controls: 0 for no effect and ±100 for the full control effect
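A549 ARE-Fluc cells in 5% FBS OPTI-MEM, 5000 cells/well, rested 2 h then exposed to compounds in concentration-response for 18-24 h at 37 °C. Viability by CellTiter-Fluor fluorescence (Ex 405/Em 525) after 30 min; luciferase luminescence (BugLite, 15 min, RT) read afterwards.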
ATXN viability – Viability Counterscreen for Primary qHTS for Inhibitors of ATXN expression; S2 cells (HEK-293 line with an ATXN2-luciferase reporter) viability, CellTiter-Fluor protease fluorescence, 24 h; Potency, µM (highest dose often 56.7 µM), most hits filed as cytotoxic; hit rate 0.49% among 400,000; AID 651635, 2014; note: potency is the fitted concentration of half-maximal effect; nearly all actives have a fitted effect of over 40% in size
MCF10A rereplic – A quantitative high throughput screen for small molecules that induce DNA re-replication in MCF 10a normal breast cells; MCF 10A DNA re-replication, Hoechst nuclear intensity, 48 h; Potency, µM (series often up to 46.1 µM), for the others: at the top dose activity, positive = re-replication, most hits filed as activators; hit rate 2.9% among 350,000; AID 624296, 2012; note: potency is the fitted concentration of half-maximal effect; % of control where 0% means no effect; nearly all actives have a fitted effect of over 50% in size
Nrf2 activator – qHTS of Nrf2 Activators | AREc32 ARE-luciferase reporter (MCF7-derived line), luminescence, 24 h | Potency, µM (series often up to 46.1 µM), inactives show top-dose activation, most hits filed as activators | hit rate 0.31% among 410,000 | AID 624171, 2012; note: potency is the fitted concentration of half-maximal effect; % of control where 0% means no effect; nearly all actives have a fitted effect of over 65% in size
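AREc32 cells carrying an ARE-driven firefly luciferase, 1000 cells/well in OPTI-MEM with 5% FBS, dosed after overnight attachment and incubated 24 hr at 37 deg C. Steady-Glo luminescence read after 30 min at RT.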
TGFb SMAD3 inh – qHTS for Inhibitors of TGF-b; HepG2 CAGA-GFP TGF-b/SMAD3 reporter, GFP fluorescence, 18 h; TGF-beta stimulated, 500 pg/mL final; Potency, µM (doses to about 46.1 µM), for the others: at the highest dose activity, negative = inhibition, actives largely listed as inhibitors; hit rate 1.2% among 410,000; note: potency is the fitted concentration of half-maximal effect; % is set by controls: 0 for no effect and ±100 for the full control effect; nearly all actives have a fitted effect of over 65% in size
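Per well, imaged GFP fluorescence of HEPG2 CAGA-GFP cells gives the signal; cells get compound, then TGF-beta (500 pg/mL final), 18 h at 37 degrees C; %Activity versus -TGF-beta and +DMSO controls.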
HepG2 viability – qHTS for Inhibitors of TGF-b: Cytotox Counterscreen; HepG2 CAGA-GFP viability, ATP luminescence, 18 h; Potency, µM (doses to about 46.1 µM), without a hit: at the highest dose activity change, negative = cytotoxicity, usual class: cytotoxic; hit rate 0.76% among 410,000; AID 588856, 2011; note: potency is the fitted concentration of half-maximal effect; some results filed as inactive show a strong effect at the top dose
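CellTiter-Glo luminescence gave cytotoxicity after 18 hours at 37 degrees C. The cells were HepG2 CAGA-GFP in 1% FBS DMEM, stimulated with 500 pg/mL TGF-beta after compound addition. %Activity was normalised to no-cell wells (complete cell-killing) and DMSO (no toxicity), and curves were fitted and classified.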
* marks the source's active call; other numbers are inactive results; i = inactive; ? = inconclusive; nt = no result given; [ ] = another dose, or the depositor's remark. Unless noted, calls come from the whole dose curve; as a rule, active = well fitted curve in the direction sought with a large enough effect; inconclusive = small, poorly fitted or top-dose-only effect, or another doubt; inactive = no such curve, though single readings can be large; an effect the other way counts as inactive or inconclusive.

SMILES	Nrf2 inh	IL1B secr inh	ATXN2 expr inh	A549 viability	ATXN viability	MCF10A rereplic	Nrf2 activator	TGFb SMAD3 inh	HepG2 viability
COc1cc(C(N)=O)cc(Cl)c1OCc1ccccc1	3.0%	14.8	27.6%	0.7%	?	-31.4%[inhibitor]	3.7%	-0.2%	0.2%
N=c1nc(-c2ccccc2)n(-c2ccccc2)s1	11.5%	nt	nt	-0.1%	nt	nt	nt	-1.1%	-12.7%
Cc1ccc(F)cc1NC(=O)/C=C/c1ccc(S(=O)(=O)N2CCOCC2)cc1	16.4µM*	-23.6	-7.5%	-10.4%	i	1.5%	0.3%	1.2%	-6.6%
COc1ccc(-c2ccc3[nH]c4c(c3c2)CCN2C[C@@H]([C@H](C)OC(=O)Nc3cc(Cl)cc(Cl)c3)[C@@H](N(C)C(=O)Nc3cc(Cl)cc(Cl)c3)C[C@@H]42)cc1	nt	-17.7	-5.8%	nt	?	nt	3.8%	9.1%	-5.0%
Cc1cccc(NC(=S)N2CCC(C(N)=O)(N3CCCCC3)CC2)c1C	2.0%	27.9	nt	27.4%	nt	6.7%	-0.5%	2.8%	-1.5%
O=C(C1=NN(c2ccccc2)C2C(=O)N(c3ccc(Cl)cc3)C(=O)C12)c1ccccc1 (stereo unspecified)	9.4%	5.7	-1.5%	-9.3%	i	15.1%	-0.7%	10.1%	-35.7%
Cc1ccc(N(C)S(=O)(=O)c2cccc(C(=O)NCC(c3ccco3)N3CCCC3)c2)cc1 (stereo unspecified)	5.8%	?	-11.9%	-0.2%	i	8.1%	3.5%	-14.6%	-24.6%
O=C1CC(=O)Nc2cc(S(=O)(=O)Nc3cccc(C(F)(F)F)c3)ccc2N1	2.4%	-10.4	-2.5%	-0.7%	i	-0.2%	-0.4%	14.8%	19.3%
Oc1ccc(-c2[nH]ncc2-c2nc3ccccc3s2)c(O)c1	-1.4%	?	0.6%	-1.9%	i	0.6%	-0.2%	-14.5%	5.0%
Cc1ccc(C(C(=O)NC2CCCCC2)N(CC2CCCO2)C(=O)CCCC(=O)Nc2ccccn2)cc1 (stereo unspecified)	-3.6%	8.1	4.7%	-4.7%	i	-0.3%	0.4%	18.6%	15.5%
CNc1nc(-c2c(C)n(C)c3ccc(OC)cc23)cs1	-1.0%	24.6	-4.2%	2.5%	i	-13.6%	3.2%	6.5%	-20.6%
COC(=O)c1scc(S(=O)(=O)C(C)(C)C)c1N	-12.8%	11.1	-7.0%	0.2%	i	1.1%	-1.2%	4.4%	0.5%
O=C(Nc1ccccc1-c1ccccc1)NC1CCN(C(=O)N2CCOCC2)CC1	-3.7%	4.3	-12.0%	0.2%	i	-3.5%	0.3%	13.2%	-14.3%
COC(C[C@H]1O[C@H]1[C@H](O)[C@@H](C)OCc1ccccc1)OC	?	18.7	4.3%	4.1%	i	12.4%	0.1%	-3.9%	-2.4%
Cc1cccc(C(=O)NCC(c2ccco2)N2CCc3ccccc32)c1 (stereo unspecified)	-3.5%	-57.8*	-2.2%	1.4%	i	?	-0.6%	-0.3%	1.2%

Continued, starting with the last 3 of the part before.
SMILES	Nrf2 inh	IL1B secr inh	ATXN2 expr inh	A549 viability	ATXN viability	MCF10A rereplic	Nrf2 activator	TGFb SMAD3 inh	HepG2 viability
O=C(Nc1ccccc1-c1ccccc1)NC1CCN(C(=O)N2CCOCC2)CC1	-3.7%	4.3	-12.0%	0.2%	i	-3.5%	0.3%	13.2%	-14.3%
COC(C[C@H]1O[C@H]1[C@H](O)[C@@H](C)OCc1ccccc1)OC	?	18.7	4.3%	4.1%	i	12.4%	0.1%	-3.9%	-2.4%
Cc1cccc(C(=O)NCC(c2ccco2)N2CCc3ccccc32)c1 (stereo unspecified)	-3.5%	-57.8*	-2.2%	1.4%	i	?	-0.6%	-0.3%	1.2%
CN(Cc1ccccc1)C(=O)[C@@H]1CCCN1	nt	13.9	2.7%	nt	i	nt	-0.4%	nt	nt
CCC(C)(c1ccc(C=O)s1)c1ccc(C=O)s1	-12.2%	72.5	-38.0%	5.2%[1.84 µM]	i	-2.3%	-0.4%	?	-30.9%
CCN1C(=O)c2cccc3c(S(=O)(=O)NC(Cc4ccccc4)C(=O)O)ccc1c23 (stereo unspecified)	1.8%	2.5	0.7%	0.1%	nt	-3.7%	-0.2%	-5.4%	-1.5%
Cc1nc(C(C)NC(=O)c2cc(COc3ccc(C)c(C)c3)on2)c(C)s1 (stereo unspecified)	4.7%	-11.7	nt	-2.2%	i	-1.9%	8.9%	7.5%	-5.8%
CC(C)c1ccc(NC(=O)c2cc(S(=O)(=O)N(C)C3CCCCC3)ccc2F)cc1	nt	nt	2.0%	12.1%	?	nt	-0.7%	-2.1%	-20.4%
COc1ccc(C(C)=O)c2c(O)cccc12	7.4%	47.7	18.0%	16.4%	i	2.9%	12.0%	-0.7%	-9.5%
COc1ccc(CNC(=O)C/C(C)=N/NC(=O)C(c2ccccc2)c2ccccc2)cc1	6.4%	7.0	-0.6%	4.3%	i	-2.5%	-0.2%	1.2%	-56.5%
Cn1c(SCC(=O)N/N=C/c2ccc([N+](=O)[O-])s2)nnc1-c1ccc(Cl)cc1	?	?	?	-4.9%	i	?	4.0%	?	-39.7%
CN(C)S(=O)(=O)c1cc(NC(=O)[C@H](Cc2ccccc2)N2C(=O)c3ccccc3C2=O)ccc1Cl	27.4%	18.3	2.4%	2.4%	i	14.0%	3.6%	-0.2%	6.3%
O=C1Nc2ccccc2C1=NN1CCCCCC1	-3.4%	-14.4	-7.1%	-3.2%	i	8.8%	2.9%	0.1%	-4.7%
CCOC(=O)c1cnc(SC)nc1Oc1cccc(NC(=O)c2cccc(Cl)c2Cl)c1	-14.9%	-12.5	-7.2%	-6.8%	i	-0.6%	-0.2%	-0.4%	-25.4%
CCn1cc(C(=O)OC)c(=O)c2cc(S(=O)(=O)N(C)C3CCCCC3)ccc21	0.0%	-4.5	-17.9%	0.0%	nt	2.8%	0.2%	5.5%	5.7%
Cc1ccc(OCC(=O)Nc2ccc3nn(-c4ccc(Cl)cc4)nc3c2)cc1	12.8%	nt	nt	2.4%	nt	nt	-0.5%	?	-1.7%
O=C(CSCc1ccccc1Cl)NCc1ccc(Cl)c(Cl)c1	nt	nt	nt	12.9%	nt	nt	6.3%	?	-43.0%
Cc1ccc(OCc2cc(C(=O)N3CCN(C)C[C@@H]3c3ccccc3)no2)cc1C	?	0.0	44.8%[activator]	-18.1%	i	0.1%	2.4%	1.7%	-18.9%
CCC(C(=O)NCc1ccco1)N(C(=O)CNS(=O)(=O)c1ccc(F)cc1)c1ccccc1F (stereo unspecified)	8.6%	-7.6	-7.7%	-3.7%	i	-4.1%	0.2%	-4.7%	7.2%
COc1ccc(C(=O)CSc2nnc(CN3CCCC3)n2-c2ccc(F)cc2)c(OC)c1	1.0%	-12.6	-10.5%	-0.6%	i	14.0%	-0.4%	-0.5%	-23.2%
CC(=O)Nc1ccc(NC(=O)CSc2nnc3c4cc(Br)ccc4n(C)c3n2)cc1	7.0%	nt	3.9%	-1.3%	i	nt	8.2%	-0.6%	-10.7%
O=C(OCC(=O)N1CCCC1=O)c1ccc(Cl)cc1[N+](=O)[O-]	2.9%	8.0	-4.7%	-0.4%	i	0.5%	-0.5%	-22.7%	-20.1%
COc1ccc(NC(=O)C(=O)NCCN2CCN(C(=O)c3ccco3)CC2)cc1	5.7%	8.8	-7.6%	-12.3%	i	-8.8%	0.2%	15.3%	22.0%
CC1(C(=O)NCc2ccc(F)c(F)c2)Cc2c(-c3cccc(C(N)=O)c3)ccnc2O1 (stereo unspecified)	nt	24.7	-1.7%	nt	?	nt	6.1%	6.5%	-18.5%
CN1/C(=C\C(=O)COC(=O)c2nccnc2N)C(C)(C)c2ccccc21	18.6%	6.2	-6.2%	11.6%	i	3.1%	-0.5%	0.6%	-32.8%
O=C(CSc1ccc(C(F)(F)F)cc1[N+](=O)[O-])N1CCOCC1	-6.2%	8.2	-11.2%	-4.9%	i	4.8%	0.7%	-4.1%	1.4%
CN(Cc1nccs1)C(=O)CC1C(=O)NCCN1Cc1ccc(-c2ccccc2)cc1 (stereo unspecified)	-12.2%	10.5	-2.9%	-5.8%	i	3.7%	-0.1%	1.6%	-3.7%
CN(C)CCNC(=O)c1ccc2nc(CCc3ccccc3)oc2c1	nt	nt	12.3%	18.4%	i	nt	5.4%	-1.2%	-14.5%
CC(C)NC(=O)c1ccc2c3n(nc2c1)-c1ccccc1CO3	?	0.0	?	1.9%	i	24.4%	-1.2%	-18.2%	-60.7%
CCCn1cc(CN2CCC(C(=O)Nc3cccc(-c4cscn4)c3)CC2)c(C)n1	-21.7%	-72.4*	-20.6%	2.1%	i	10.3%	2.2%	-2.2%	-3.2%
COc1cccc(NC(=O)C2(C)CCN2Cc2ccc(OC(C)C)cc2)c1 (stereo unspecified)	nt	0.0	6.9%	nt	i	nt	5.1%	14.2%	-10.9%
O=C(Nc1ccc2c3c(cccc13)CC2)c1cccc([N+](=O)[O-])c1	-22.1%	-14.4	7.4%	-2.9%	i	?	0.2%	2.9%	9.7%

With a hit mark in Nrf2 inh, of those listed so far:
SMILES | Nrf2 inh | IL1B secr inh | Nrf2 activator | TGFb SMAD3 inh
Cc1ccc(F)cc1NC(=O)/C=C/c1ccc(S(=O)(=O)N2CCOCC2)cc1 | 16.4µM* | -23.6 | 0.3% | 1.2%

The order is random, and some 8.8% of all compounds hit somewhere here.
